Screening data as filed in PubChem BioAssay.
S3 lipid droplet – qHTS Assay for Lipid Storage Modulators in Drosophila S3 Cells; 320,000 tested, 0.64% active; Drosophila S3 cells, BODIPY lipid droplet fluorescence, 18-24 h; cells fed with added oleic acid; Potency in µM for hits, for the others lipid storage change, negative = inhibition, % at the top dose, mostly 46.1 µM; active = well fitted inhibition curve with a large enough effect in the signal ratio, with a control signal flat, not every such curve was filed as active; inconclusive = small, poorly fitted or top-dose-only effect, or effect the other way, or a change in a side signal; the % refers to the signal ratio
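Drosophila S3 cells loaded with oleic acid (400 uM, as added) and compounds at several concentrations; lipid droplets imaged by 488-nm laser-scanning cytometry, 500–530 nm intensity and object ratio to cell channel. Percent activity normalized to 20 uM Triacsin C.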
S3 lipid droplet cell count max – further read-out of S3 lipid droplet, marked with its call; cell number change, %; measured here: cell count max response;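 cells counted by Cell Tracker Red CMTPX staining in the red channel; peak over a dose series mostly up to 46.1 µM; percent activity relative to internal control wells on each plate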
Numbers without * were called inactive; i = inactive; ? = inconclusive; . = no result given. % is scaled to controls: 0 for no effect and ±100 for the full control effect; potency is read from the fitted curve at half-maximal effect. A portion of the library (hit frequency here may not be typical).

Below each compound: S3 lipid droplet | S3 lipid droplet cell count max
Cc1ccc2nc(-c3ccc(NS(=O)(=O)c4ccccc4)cc3)sc2c1
    ? | .
COc1ccc(N(CC(=O)NCCSCc2ccc(Cl)cc2)S(C)(=O)=O)cc1Cl
    ? | .
O=C(Cn1c(-c2ccccc2)noc1=O)N1CCC(Cc2ccccc2)CC1
    7% | 7
O=S(=O)(c1cccs1)N1CCN(c2ccnc3cc(Cl)ccc23)CC1
    ? | .
CC1CC(C)CN(C(=O)C(Cc2ccccc2)n2cccc2)C1 (stereo not given)
    ? | .
Cc1ccc(/C=C2\C(=N)N3N=C(CC(=O)N4CCOCC4)SC3=NC2=O)o1
    12% | .
CCOc1ccc2nc(NS(C)(=O)=O)sc2c1
    ? | .
COn1c(=O)c(=O)n(OC)c2ccccc21
    -5% | 3
COc1cccc(-c2nnc(SCC(=O)NC3CCS(=O)(=O)C3)n2C)c1 (stereo not given)
    ? | .
O=C(CN1CCCCC1CO)c1ccc(OC(F)F)cc1 (stereo not given)
    ? | .
CCCCN(C(=S)Nc1ccccc1)C1CCS(=O)(=O)C1 (stereo not given)
    -14% | 5
CCc1ccc(CNC(=O)CCc2nnc(CCc3ccc(OC)cc3)o2)nc1
    -3% | 6
COc1cccc(C(=O)COC(=O)C2CC3CCCC(C2)C3=O)c1 (stereo not given)
    ? | .
O=c1c2ccccc2n(Cc2cccc(F)c2)c(=O)n1C1CCCC1
    ? | .
O=C(CCc1ccc(S(=O)(=O)N2CCOCC2)cc1)Nc1ccc(N2CCOCC2)cc1
    7% | 6
COC(=O)c1ccccc1NC(=O)CSc1nccc(C)n1
    15% | 13
COc1ccc(N(CC(=O)NCCc2ccccc2)C(=O)CCC(=O)Nc2ccccn2)cc1
    ? | .
Cc1cc(-c2nnc(CCC(=O)N3CCN(Cc4cccc(F)c4)CC3)o2)c(C)o1
    22% | -2
COc1ccc(CCNCC(O)COc2cccc(Br)c2)cc1OC (stereo not given)
    3% | 4
CC(NC(=O)c1ccc(OC2CCN(Cc3ccccn3)CC2)cc1)c1ccccc1 (stereo not given)
    16% | 11
NNC(=O)c1cccc(S(=O)(=O)Nc2cc(Cl)ccc2Cl)c1
    7% | 2
CCCS(=O)(=O)Nc1ccc(N2CCCCC2)c(S(=O)(=O)Nc2ccccc2OC)c1
    ? | .
CC1(NC(=O)CCc2nc3sc4c(c3c(=O)[nH]2)CCCC4)CCS(=O)(=O)C1 (stereo not given)
    i | .
C/C(N)=C(/C#N)C(=O)COC(=O)CCSc1ccccc1Cl
    ? | .
S=C1NCCNC(=S)NCCOCCN1
    ? | .
Cc1cc2nc(/C(C#N)=C/c3ccncc3)[nH]c2cc1C
    -27% | -10
COc1ccc(C2(O)CCN(C(=O)c3c(F)cccc3F)CC2)cc1
    ? | .
C=CCn1cc(C(=O)c2cc(Br)ccc2O)cc(C#N)c1=O
    2% | 3
O=C(C(=O)N1CCN(c2ccccc2)CC1)c1cn(CC(=O)N2CCCCCC2)c2ccccc12
    ? | .
Cc1ccc(/C=C(\CCC(=O)O)c2nc3ccccc3s2)cc1[N+](=O)[O-]
    ? | .
Cc1cc(N2C(=O)CC(Cc3ccc(Cl)cc3)C2=O)no1 (stereo not given)
    -11% | -18
COc1ccc(NC(=O)Nc2cccs2)cc1Cl
    13% | 8
Cc1ccc([N+](=O)[O-])cc1S(=O)(=O)N1CCCC1
    6% | 3
CCOC(=O)C1=C(CC)Nc2ccccc2N=C1NC(=O)CCN1C(=O)C2CCCCC2C1=O (stereo not given)
    ? | .
COc1cc(C(=O)NCC(=O)N/N=C/c2c(C)[nH]c3ccccc23)cc(OC)c1OC
    -12% | -1
O=C1C2C3CCC(O3)C2C(=O)N1c1cc(OCC(F)F)cc([N+](=O)[O-])c1 (stereo not given)
    ? | .
CCOC(=O)N1CCN(CCC(=O)Nc2ccc(OC)cc2)CC1
    ? | .
CCOC(=O)N1N=C(C)CC1(O)c1ccccc1 (stereo not given)
    -2% | 6
COc1cc(NC(=O)c2cccc(F)c2)cc(OC)c1OC
    ? | .
CC(CNC(=O)c1ccc2c(c1)OCO2)c1ccc([N+](=O)[O-])cc1 (stereo not given)
    6% | -1
O=C(COc1nnnc2ccccc12)N1CCCc2ccccc21
    ? | .
CC(C(=O)N1CCOCC1)N1C(=O)C2C3C=CC(C4CC34)C2C1=O (stereo not given)
    ? | .
CCN(CC)S(=O)(=O)c1cc(C(=O)Nc2nncs2)c(Cl)cc1Cl
    ? | .
O=C(Nc1nc(-c2ccccc2Cl)cs1)c1cccnc1
    ? | .
O=C1NCCCC1C(=O)Nc1cccc(C(F)(F)F)c1 (stereo not given)
    ? | .

Retrieved by structure from the list above (seven):
Below each compound: S3 lipid droplet | S3 lipid droplet cell count max
COn1c(=O)c(=O)n(OC)c2ccccc21
    -5% | 3
CCN(CC)S(=O)(=O)c1cc(C(=O)Nc2nncs2)c(Cl)cc1Cl
    ? | .
COc1cc(NC(=O)c2cccc(F)c2)cc(OC)c1OC
    ? | .
CC(CNC(=O)c1ccc2c(c1)OCO2)c1ccc([N+](=O)[O-])cc1 (stereo not given)
    6% | -1
COc1cccc(C(=O)COC(=O)C2CC3CCCC(C2)C3=O)c1 (stereo not given)
    ? | .
Cc1ccc(/C=C2\C(=N)N3N=C(CC(=O)N4CCOCC4)SC3=NC2=O)o1
    12% | .
CC(C(=O)N1CCOCC1)N1C(=O)C2C3C=CC(C4CC34)C2C1=O (stereo not given)
    ? | .

(more compounds)
Below each compound: S3 lipid droplet | S3 lipid droplet cell count max
Cn1cc(S(=O)(=O)N2CCc3ccccc3C2)c(=O)n(C)c1=O
    ? | .
CC(=O)Nc1ccc(S(=O)(=O)N(C)CC(=O)OCC(=O)Nc2cc(C)on2)cc1
    ? | .
O=C(CNS(=O)(=O)c1c(Cl)cccc1Cl)OCc1csc(-c2ccccc2)n1
    ? | .
C/C(=N\Nc1ccccn1)c1ccc(N2CCOCC2)cc1
    ? | .
COc1ccc(NC(=O)COC(=O)c2cc(C)oc2C)c([N+](=O)[O-])c1
    ? | .
Nc1nc(Cl)nc(N(c2ccccc2)c2ccccc2)n1
    6% | 5
CCOc1ccc(OCCC(=O)NNC(=O)c2ccncc2)cc1
    5% | 6
O=C(COc1ccc2c(c1)oc(=O)c1ccccc12)NC(Cc1ccc(Cl)cc1)C(=O)O (stereo not given)
    ? | .
Cc1ccc(/C=N/NC(=O)Cc2cccn2C)s1
    28% | .
COC(=O)C1=CN(C)C=C(C(=O)OC)C1c1ccc(O)c(OC)c1
    -6% | -15
CCOC(=O)N1CCC(NC(=O)c2ccc3nc4ccccc4c(=O)n3c2)CC1
    19% | 20
CC(=O)Oc1ccc(C(=O)Cc2ccc3ccccc3n2)c(O)c1C
    -26% | 8
Cn1c(=O)[nH]c(=O)c2c1nc(N/N=C/c1cccnc1)n2Cc1ccc(Cl)cc1
    -8% | 0
CC(=O)c1cn(Cc2ccccc2)c(=O)n(Cc2ccc(F)cc2)c1=O
    ? | .
CN1CCN(S(=O)(=O)c2ccc(NC(=S)NC(=O)C3CCC3)cc2)CC1
    ? | .
COc1ccccc1OCCC(=O)OCC(=O)Nc1ccc(S(=O)(=O)N2CCOCC2)cc1
    ? | .
CCCN1CCN(C(=O)c2noc3c2COc2ccc(C)cc2-3)CC1
    -31% | -20
CN(C)S(=O)(=O)c1cccc(COC(=O)c2cccnc2Cl)c1
    ? | .
C=CCOc1ccccc1CN1CCC(n2nccc2NC(=O)C2CCOC2)CC1 (stereo not given)
    ? | .
CC(=O)c1ccc(N2CCN(C(=O)CCS(=O)(=O)c3ccc4c(c3)CCN4C(C)=O)CC2)cc1
    ? | .
O=C(N/N=C/c1ccco1)c1cc(-c2ccc3ccccc3c2)n[nH]1
    ? | .
C[C@H]1CN=C(Nc2ccccc2)N1CCC1CCCCC1
    21% | -11
O=S(=O)(Nc1nc2ccccc2s1)c1cnc(Cl)c(Br)c1
    0% | 27
COc1ccc(CNC(=O)C2CCC(=O)N(CCCN3CCCC3=O)C2)cc1 (stereo not given)
    ? | .
CN(C)CCCn1c(N)c(S(=O)(=O)c2ccccc2)c2nc3ccccc3nc21
    ? | .
O=C(Nc1ccccc1)Nc1ccc2snnc2c1
    ? | .
CCc1c(C)sc(NC(=O)c2cccs2)c1C(N)=O
    ? | .
Cc1ccc(S(=O)(=O)Nc2ccccc2)cc1C(=O)N1CCCC1
    -1% | 4
c1ccc(CN2CCN(Cc3nnc(-c4ccccc4)o3)CC2)cc1
    4% | 19
Cc1cccc(CN2CCSCC2)c1
    -16% | 3
COc1ccc(NC(=O)Nc2ccccc2C(N)=O)cc1
    ? | .
COc1cccc2[nH]c(C(=O)NC(C)c3ccccc3)cc12 (stereo not given)
    i | .
Cc1cccc(OCC(=O)NC(=S)NNC(=O)c2ccncc2)c1
    ? | .
COC(=O)c1ccccc1NC(=O)c1cc([N+](=O)[O-])nn1Cc1ccccc1
    ? | .
Cc1cccc(C)c1NC(=S)N(CCCN1CCCCC1)Cc1ccco1
    0% | 5
COc1cc(/C=C(\C#N)c2ccccn2)ccc1OCC(=O)Nc1ccc(Br)cc1
    ? | .
Cc1ccc(Cl)cc1NC(=O)CN1CCN(S(=O)(=O)N2CCC(C)CC2)CC1
    ? | .
COc1ccc(C(=O)NNC(=O)c2ccc(S(=O)(=O)N3CC(C)OC(C)C3)cc2)cc1 (stereo not given)
    5% | .
COC(=O)C(C)Sc1ccc2nnc(-c3ccccc3)n2n1 (stereo not given)
    0% | 18
O=C(NC1CCCCC1)C(c1ccccc1)N1CCc2ccccc21 (stereo not given)
    ? | .
COc1ccc(S(=O)(=O)N2CCCCCC2)cc1C(=O)N(C)Cc1ccccc1F
    ? | .
O=C(CC1CCCC1)N1CCN(S(=O)(=O)c2ccc(F)cc2)CC1
    ? | .
CN(CC(O)COc1ccc(OCC(O)CN(C)C2CCCCC2)cc1)C1CCCCC1 (stereo not given)
    ? | .
O=C(NC1CCCC1)c1ccc(Br)c(S(=O)(=O)N2CCCCC2)c1
    ? | .
CC(Oc1ccc2ccc(=O)oc2c1)C(=O)NC1CCN(Cc2ccccc2)CC1 (stereo not given)
    ? | .
Cc1ccc(/C=C(\C#N)C(=O)NCC2CCCO2)o1 (stereo not given)
    3% | -13
O=C(NCC1CCCCC1)c1cccc(S(=O)(=O)N2CCCC2)c1
    7% | 3
Cc1nn(S(=O)(=O)c2ccc(F)cc2)c(C)c1S(=O)(=O)N1CCOCC1
    i | .
CC(C)c1ccc(NC(=O)COc2ccc(C3SCCS3)cc2)cc1
    7% | 20
CCC(=O)Nc1nc(CC(=O)Nc2ccccc2OC)cs1
    7% | 3
CCOC(=O)c1cc(-c2ccc(C)c([N+](=O)[O-])c2)nc2c1c(=O)n(C)c(=O)n2C
    ? | .
COc1cccc(C(=O)Nc2cc3c(cc2C(C)=O)OCCO3)c1
    ? | .
CCCCc1ccc(/C=C2/C(=O)ON=C2c2ccccc2)s1
    ? | .
COc1ccnc(NCc2cccnc2)c1C#N
    17% | 8
O=C(O)COCC(=O)N1CCN(C2c3ccccc3-c3ccccc32)CC1
    -28% | -17
NC(=O)c1ccc(NC(=O)CNCc2ccccc2Cl)cc1
    i | 5
Cc1cccc(NC(=O)c2cc([N+](=O)[O-])ccc2Cl)c1O
    ? | .
O=C1Nc2ccccc2N(O)N1c1cc(-c2cccc(Cl)c2)no1
    i | .
Nc1nnc(-c2ccncc2)s1
    4% | -1
CC(O)c1nc2ccccc2n1C(C)c1ccccc1 (stereo not given)
    i | 18

The list continues.
Below each compound: S3 lipid droplet | S3 lipid droplet cell count max
Cc1ccc(C(=O)NC2CC(C)(C)NC(C)(C)C2)cc1C
    7% | 21
O=C(CCN1C(=O)COc2ccccc21)NCCN1CCN(c2ccccc2F)CC1
    i | 16
CCOC(=O)N1CCN(C(=O)CSc2nnc(-c3ccc(Cl)s3)o2)CC1
    ? | .
CCN(CC)S(=O)(=O)c1ccc(Cl)c(NC(=O)COC(=O)c2ccc(O)cc2)c1
    ? | .
CCOC(=O)C1CCCCN1S(=O)(=O)c1cc2c(cc1C)NC(=O)CO2 (stereo not given)
    -17% | 10
CCC(C)NC(=O)C(=O)NCC1CCCN1CC (stereo not given)
    5% | 11
CCN=C1SC(C(=O)Nc2cccc(Br)c2)CC(=O)N1CC (stereo not given)
    ? | .
Cc1ccccc1-n1c(SCC(=O)N(C)C2CCS(=O)(=O)C2)nnc1-c1ccncc1 (stereo not given)
    -20% | -9
CCOC(=O)C(=CNc1cccc(N)n1)C(=O)OCC
    -1% | -21
N#C/C(=C\c1ccc(O)c(O)c1)C(=O)Nc1cccc2ncccc12
    i | 4
O=C(Nc1nnc(-c2ccccc2)s1)c1ccc(Cl)c(S(=O)(=O)N2CCOCC2)c1
    ? | .
CCOc1ccc(-n2c(SCC(N)=O)nc3c(c2=O)SCC3)cc1
    ? | .
CCCCS(=O)(=O)C(=C1Nc2ccccc2N1)S(=O)(=O)CCCC
    -26% | -24
O=c1c2ccccc2c(-c2ccccc2)nn1-c1ccccn1
    22% | .
CN1CCN(c2nc(-c3cccnc3)nc3scc(-c4ccccc4)c23)CC1
    i | .
c1ccc2c(CSCCc3ccncc3)cccc2c1
    i | .
OCCC1CN(Cc2nc(-c3ccccc3)cs2)CCN1Cc1ccc(F)cc1 (stereo not given)
    -2% | -15
O=C(COc1ccc(Cl)cc1)NCc1n[nH]c(=O)c2ccccc12
    ? | .
